Bioassay records: PubChem, National Center for Advancing Translational Sciences (NCATS)
BRCA1 expr up = qHTS Assay to Identify Small Molecule Activators of BRCA1 Expression | MCF7-BRCA1-FFLuc reporter, luminescence, 48 h; response scale: scaled: vehicle 0%, 10 µM genistein 100% | Potency, µM (highest dose often 46.1 µM), without a hit: at the top dose activation, most hits filed as activators | 1.1% of 380,000 active | AID 624202, 2012; note: nearly all actives have a fitted effect of over 80% in size; some results filed as inactive show a strong effect at the top dose
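MCF7 cells carrying a BRCA1-firefly luciferase reporter (2000 cells/well, phenol-red free MEM) were attached for 2 h at 37 °C, then given compounds for 48 h. Luminescence was read 15 min after luciferase reagent; activity normalized to genistein (10 microM) and DMSO.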
ELG1 genotox = qHTS screen for small molecules that induce genotoxicity in human embryonic kidney (HEK293T) cells expressing luciferase-tagged ELG1; HEK293T ELG1-luciferase reporter, luminescence, 16 h; Potency, µM (series often up to 46 µM), without a hit: at the top dose activity change, positive = activation, actives largely listed as activators; 1.3% of 330,000 active; AID 504466, 2011; note: % of control where 0% means no effect; nearly all actives have a fitted effect of over 60% in size
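Genotoxicity was scored as increased ELG1-luciferase reporter signal, measured by ONE-Glo luminescence (30 min, room temperature). Compound or vehicle exposure of the HEK293T reporter cells lasted 16 hr at 37°C.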
RORgamma inh = qHTS for inhibitors of ROR gamma transcriptional activity | Drosophila S2 Gal4-RORgamma UAS-luciferase reporter, 20 h | AID 2551, 2010 | Nuclear receptor ROR-gamma (Mus musculus), P51450 | Potency, µM (titrated, usually from 53.6 µM), inactives show at the top dose activity change, negative = inhibition, hits mostly inhibitors | 5.4% of 310,000 active; note: % is set by controls: 0 for no effect and ±100 for the full control effect; nearly all actives have a fitted effect of over 60% in size
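Read-out: Photinus luciferase luminescence; inhibitors lower reporter signal. Insect Schneider cells with Gal4-ROR gamma fusion under metallothionein promoter, UAS reporter; 700 uM final copper sulfate induction, 20 hr, ambient temperature.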
MBNL1-CUG inh = qHTS Assay for Inhibitors of MBNL1-poly(CUG) RNA binding; 0.036% of 280,000 active; AID 2675, 2010; TR-FRET MBNL1-His/biotin-(CUG)12 binding, 665/545 ratio; Potency, µM (series often up to 57.5 µM), for inactives: top-dose activity change, negative = inhibition, hits mostly inhibitors; Muscleblind-like protein 1 (Homo sapiens), Q9NR56; active = well fitted inhibition curve with a large enough effect in the signal ratio, with a control signal flat, not every such curve was filed as active; inconclusive = small, poorly fitted or top-dose-only effect, or effect the other way, or a change in a side signal; inactive = no such curve, though single readings can be large or run the other way; the % refers to the signal ratio; note: % is set by controls: 0 for no effect and ±100 for the full control effect
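Ratiometric TR-FRET (665 over 545 nm, excitation 340 nm) tracks disruption of MBNL1-His/biotin-(CUG)12 complex after 60 min at room temperature, with compounds at 92 nM to 58 uM final.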
Rab9 promoter act = qHTS Assay for Rab9 Promoter Activators; Huh7 Rab9 promoter-luciferase reporter, luminescence, 24 h; Potency, µM (doses to about 9.22 µM), inactives show at the top dose activation, negative = inhibition, actives largely listed as activators; 2.8% of 320,000 active; AID 485297, 2010; note: % of control where 0% means no effect; nearly all actives have a fitted effect of over 60% in size
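Steps: seed 1500 Huh7 Rab9-luc cells per well, rest 2 h at 37 °C; add compound in DMSO; incubate 24 h; add luciferase reagent, 10 min ambient; read luminescence.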
uPA surface inh = qHTS for Inhibitors of Cell Surface uPA Generation; cell surface uPA generation assay, qHTS; Potency, µM (top dose mostly 38.3 µM), for inactives: at the top dose activity change, negative = inhibition, hits mostly inhibitors; 0.31% of 330,000 active; AID 540303, 2011; active = well fitted inhibition curve with a large enough effect; inconclusive = small, poorly fitted or top-dose-only effect; inactive = no such curve, though single readings can be large or run the other way; tested in mouse RAW 264.7 cells; note: % is set by controls: 0 for no effect and ±100 for the full control effect; nearly all actives have a fitted effect of over 55% in size
FLuc modulator = qHTS profiling assay for firefly luciferase inhibitor/activator using purifed enzyme and Km concentrations of substrates (counterscreen for miR-21 project) | purified FLuc, Km substrates, luminescence inhibition | Potency, µM (doses to about 57.5 µM), for inactives: at the highest dose activity change, negative = inhibition, usual class: inhibitors | 6.9% of 360,000 active;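 note: plate controls were vehicle for no effect and reference inhibitor for full effect; nearly all actives have a fitted effect of over 55% in size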
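Biochemical qHTS of compounds, final roughly 60 µM downward over six points, against 10 nM purified firefly luciferase using Km concentrations of substrates (10 uM D-luciferin, 10 uM ATP) in Tris acetate pH 7.5 buffer; luminescence output.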
CXXC DNA block = qHTS Fluorescence Polarization Assay for Inhibitors of MLL CXXC domain - DNA interaction; Histone-lysine N-methyltransferase 2A (Homo sapiens), Q03164; MLL-CXXC / FITC-HOXA9 DNA fluorescence polarization; Potency, µM (titrated, usually from 115 µM), inactives show top-dose activity change, negative = inhibition, hits mostly inhibitors; 0.037% of 290,000 active; AID 2662, 2010; active = well fitted inhibition curve with a large enough effect in the polarisation, with a control signal flat, not every such curve was filed as active; inconclusive = small, poorly fitted or top-dose-only effect, or effect the other way, or a change in a side signal; inactive = no such curve, though single readings can be large or run the other way; the % refers to the polarisation
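Purified MLL-CXXC (added from a 7 uM solution) was preincubated 5 min at ambient with pinned compounds in 50 mM Tris-HCl pH 7.5, 50 mM NaCl, 1 mM DTT, 0.05% BSA. Fluorescein-labeled HOX-A9 DNA (50 nM solution) followed, 30 min, then polarization read.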
p53 reactivator = qHTS assay for re-activators of p53 using a Luc reporter | Potency, µM (top dose mostly 92.2 µM), without a hit: at the highest dose activity change, positive = activation, actives largely listed as activators | 0.063% of 320,000 active | H1299 p53-A138V BP100-luciferase reporter, luminescence, 24 h; note: % of control where 0% means no effect; nearly all actives have a fitted effect of over 45% in size
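H1299 (p53-null), stable ts p53-A138V + BP100-Luc; 1000 cells/well, Opti-MEM/10% FBS; cpd 4 pt, 1:5; 24 h, 37 deg C, 5% CO2; detection reagent 10 min RT; luminescence.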
VP16 counter = VP16 counterscreen qHTS for inhibitors of ROR gamma transcriptional activity; Drosophila S2 Gal4-VP16 UAS-luciferase, luminescence, 20 h; Potency, µM (titrated, usually from 53.6 µM), inactives show at the highest dose activity, negative = inhibition, most hits filed as inhibitors; 3.5% of 310,000 active; AID 2546, 2010;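 note: Gal4-VP16 expression switched on by copper sulfate through the metallothionein promoter; % is set by controls: 0 for no effect and ±100 for the full control effect; nearly all actives have a fitted effect of over 50% in size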
NPC1 promoter act = qHTS Assay for NPC1 Promoter Activators | Huh7 NPC1 promoter luciferase reporter, 24 h | Potency, µM (series often up to 9.22 µM), without a hit: at the highest dose activation, usual class: activators | 2.4% of 320,000 active | AID 485313, 2010;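 note: % of control where 0% means no effect; nearly all actives have a fitted effect of over 60% in size; reporter is driven by a mutant NPC1 promoter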
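Luminescence from an NPC1 promoter-driven luciferase reporter in stably transfected Huh7 cells was measured after 24 h compound treatment at 37 °C, followed by 10 min ambient incubation with luciferase detection reagent.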
The depositor's hits bear a star; ? = inconclusive; · = not tested or not shown; & = joins results of further samples; [ ] = dose if it differs, or a comment. Unless noted, calls come from the whole dose curve; as a rule, active = well fitted curve in the direction sought with a large enough effect; inconclusive = small, poorly fitted or top-dose-only effect, or another doubt; inactive = no such curve, though single readings can be large; an effect the other way counts as inactive or inconclusive. Potency is the fitted concentration of half-maximal effect. An excerpt; count on the stated rates, not on these rows.

SMILES	BRCA1 expr up	ELG1 genotox	RORgamma inh	MBNL1-CUG inh	Rab9 promoter act	uPA surface inh	FLuc modulator	CXXC DNA block	p53 reactivator	VP16 counter	NPC1 promoter act
Cn1c(/C=C/c2cccc([N+](=O)[O-])c2)c([N+](=O)[O-])c(=O)n(C)c1=O	-81%	-28%	16µM*	?	-4%	-10%	-1%	-13%	-14%	?	-17%
CCCCn1c(N)c(N(CCC(C)C)C(=O)c2oc3ccc(OCC)cc3c2C)c(=O)[nH]c1=O	-38%	2%	·	·	0%	0%	1%	·	-4%	·	-2%
O=C1COc2ccc(C(=O)COC(=O)COc3ccccc3[N+](=O)[O-])cc2N1	0%	-1%	1%	·	2%	2%	6%	-3%	9%	-12%	-5%
CCC1CN(C(=O)N2CCC(C(=O)NCCc3ccccc3OC)CC2)c2ccccc2O1 (stereo not given)	4%	-13%	22%	-5%	-7%	1%	2%	-4%	-6%	7%	-2%
O=S(=O)(c1ccccc1)c1nc(-c2cccc(Cl)c2)oc1N1CCOCC1	-5%	-5%	18%	-6%	-1%	1%	5%&-3%	-3%	20%	-8%	0%
CCOc1ccc(S(=O)(=O)Nc2nc3cc(OC)ccc3s2)cc1	4%	2%	2%	-7%	-4%	·	2%	-1%	-2%	-6%	2%
O=C(COC(=O)CNC(=O)c1ccccc1)Nc1nnc(-c2ccccc2)o1	23%	10%	·	·	1%	-1%	?	·	6%	·	-3%
CCn1c2ccccc2c2cc(NC(=O)COc3ccccc3)ccc21	-29%	0%	15%	24%	-2%	4%	?	2%	-10%	0%	-2%
COc1ccccc1N1CCN(Cc2cnc3ccc(Cl)cn23)CC1	-5%	-16%	0%	-2%	-11%	18%	0%	-1%	-1%	-4%	-2%
CCOc1ccc(N2C(=O)CC(N3CCN(c4ccccc4OC)CC3)C2=O)cc1 (stereo not given)	-3%	-2%	4%	-2%	2%	-1%	-7%	-27%	-2%	-5%	1%
Cc1ccccc1CN1CCN(CCCc2ccccc2)C(CCO)C1 (stereo not given)	-32%	-6%	-8%	1%	-7%	0%	3%	-7%	·	0%	-7%
COCCNC(=O)/C(C#N)=C/c1cc(C(C)C)c(OC)cc1C	-8%	-11%	25%	3%	2%	·	-4%	1%	-4%	20%	-4%
Cc1cccc(OCC(=O)NC(=S)Nc2ccc(S(=O)(=O)NC3CCCCC3)cc2)c1	-50%	1%	-16%	-5%	0%	-1%	2%	-16%	-1%	0%	0%
Cc1cc(Nc2ccc3c(c2)OCCO3)c2cccc(C)c2n1	-10%	3%	-1%	4%	-6%	-6%	1%	6%	-7%	-17%	3%
COC(=O)C1(O)CC(CC(C)C)=NN1C(=O)c1ccccc1 (stereo not given)	13%	1%	?	6%	1%	2%	3%	-1%	-1%	-25%	8%
N/C(=N\OC(=O)COc1ccccc1Cl)c1ccccn1	?	9.2µM*	?	3%	2.5µM*	8%	4.8µM*	2%	?	?	3.2µM*
O=C(Nn1cnnc1)c1ccc(Cl)c([N+](=O)[O-])c1	0%	0%	4%	·	6%	5%	1%	-12%	-1%	6%	-1%
COc1ccc(C(=O)N2CCN(C)C(=O)[C@@H]2C)cc1OC1CCN(C(C)C)CC1	6%	7%	-30%	-2%	-1%	-5%	6%	17%	?	-1%	-3%
CCOc1ccc(C(=O)CCC(=O)N2CCN(c3ncccn3)CC2)cc1	11%	0%	6%	4%	-3%	2%	-1%	?	0%	0%	-5%
O=[N+]([O-])c1cc(S(=O)(=O)N2CCCCC2)ccc1NCCCN1CCOCC1	1%	-1%	-6%	?	3%	0%	0%	3%	-1%	5%	-4%

Shown with values under each structure: 2 of the compounds above.
Below each SMILES – BRCA1 expr up | ELG1 genotox | RORgamma inh | MBNL1-CUG inh | Rab9 promoter act | uPA surface inh | FLuc modulator | CXXC DNA block | p53 reactivator | VP16 counter | NPC1 promoter act
COCCNC(=O)/C(C#N)=C/c1cc(C(C)C)c(OC)cc1C
→ -8% | -11% | 25% | 3% | 2% | · | -4% | 1% | -4% | 20% | -4%
Cc1cccc(OCC(=O)NC(=S)Nc2ccc(S(=O)(=O)NC3CCCCC3)cc2)c1
→ -50% | 1% | -16% | -5% | 0% | -1% | 2% | -16% | -1% | 0% | 0%

Arranged by the number under CXXC DNA block (ascending): some entries from above
canonical_smiles	MBNL1-CUG inh	uPA surface inh	CXXC DNA block	p53 reactivator	NPC1 promoter act
Cn1c(/C=C/c2cccc([N+](=O)[O-])c2)c([N+](=O)[O-])c(=O)n(C)c1=O	?	-10%	-13%	-14%	-17%
O=S(=O)(c1ccccc1)c1nc(-c2cccc(Cl)c2)oc1N1CCOCC1	-6%	1%	-3%	20%	0%
COC(=O)C1(O)CC(CC(C)C)=NN1C(=O)c1ccccc1 (stereo not given)	6%	2%	-1%	-1%	8%
COCCNC(=O)/C(C#N)=C/c1cc(C(C)C)c(OC)cc1C	3%	·	1%	-4%	-4%
COc1ccc(C(=O)N2CCN(C)C(=O)[C@@H]2C)cc1OC1CCN(C(C)C)CC1	-2%	-5%	17%	?	-3%

The results go on:
SMILES	BRCA1 expr up	ELG1 genotox	RORgamma inh	MBNL1-CUG inh	Rab9 promoter act	uPA surface inh	FLuc modulator	CXXC DNA block	p53 reactivator	VP16 counter	NPC1 promoter act
O=[N+]([O-])c1ccc(S(=O)(=O)NNC(=S)NCCc2ccccc2)cc1	4%	0%	8.9µM*	?	0%	-7%	-1%	-9%	-4%	11µM*	1%
COc1cccc(/C=N/NC(=O)C(C)Cn2cnc3ccccc32)c1 (stereo not given)	1%	-7%	?	17%	-5%	-14%	15µM*	-13%	0%	2%	-3%
COc1cc(C2NC(=O)NC(C)=C2C(=O)OC2CCCCC2)cc(Cl)c1O (stereo not given)	-13%	1%	?	-6%	-5%	-5%	3%	5%	-75%[inhibitor]	1%	?
COc1ccc(S(=O)(=O)NCC(=O)NCc2cc(=O)n(C)c(=O)n2C)cc1	-2%	4%	-9%	-2%	-8%	-4%	2%	2%	·	-2%	1%
COCCn1c(SCC(=O)Nc2cccc(OC)c2)nc2c(oc3ccccc32)c1=O	-16%	-5%	-20%	-1%	-11%	2%	5%	5%	0%	-17%	-9%
COc1ccc(C(=O)Nc2nncs2)c(OC)c1	?	?	-25%	-6%	?	11µM*	8.5µM*	1%	?	-2%	?
CC(C)(C)c1ccc(C(=O)NCc2ccccc2)cc1	?	17%	13%	7%	6.3µM*	-23%	11µM*	-7%	13%	?	23%
CCOc1cccc(OCCOCCOc2ccccc2C(C)=O)c1	-4%	-2%	41%	-10%	-7%	7%	3%	11%	-6%	1%	-3%
CCOC(=O)COc1nc(C)cc(C(F)(F)F)c1C#N	6%	-1%	2%	?	-4%	0%	1%	-15%	-1%	-7%	-2%
CCOC(=O)NC(=O)/C(C#N)=N\Nc1ccc(Cl)cc1	-17%	-10%	?	-3%	14%	9%	0%	4%	2%	2%	0%
Cc1cccc(NC(=O)CSc2ncnc3sc(C)c(C)c23)n1	-9%	-1%	16%	83%[activator]	-2%	-1%	-4%	70%[activator]	-5%	-12%	1%
O=S(=O)(Nc1nc2ccccc2nc1NCC1CCCO1)c1cccs1 (stereo not given)	-34%	0%	39%	6%	5%	-2%	5%	8%	-4%	-1%	-3%
COC(=O)COc1ccc(S(=O)(=O)NCc2cccnc2)cc1	-7%	-1%	-4%	1%	-9%	6%	1%	14%	3%	-2%	1%
CSc1cnc2c(=O)[nH]c(=O)n(C)c2n1	2%	3%	-3%	-4%[11.5 µM]	-3%	3%	4%	7%	12%	3%	-3%
Cn1cnc([N+](=O)[O-])c1Nc1ccccc1O	-2%	-1%	25%	?	-2%	9%	0%	2%	-4%	6%	0%
O=C(NC1CCN(C(=O)C2CCCCC2)CC1)c1ccccc1	-1%	-4%	34%	3%	1%	2%	-1%	-3%	2%	-5%	-2%
